Source: PubChem BioAssay
NSD2 HMT inh – NSD2 (human) methyltransferase inhibition; inhibition, % at 12.5 µM; 0.54% of 310,000 active; NSD2 peptide methylation, AlphaScreen, 120 min; O96028; in the data active = inhibition above about 50%
Keap1 Nrf2 FP – inhibitors of human Keap1-Nrf2 protein-protein interaction. AID 504523. inhibition, % at 9.4 µM. Keap1 Kelch-Nrf2 peptide fluorescence polarization, 1536-well. Q14145. 0.15% of 340,000 active; in the data active = inhibition above about 12%; inconclusive = no clear call, values can overlap the other calls; inactive = below about 7.3%;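 also: human Keap1 Kelch domain with fluorescein labeled Nrf2 9mer peptide probe; 0% = neutral control wells and 100% = peptide positive control; higher means more block of Keap1 binding to Nrf2 peptide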
dFosB activator – activators of mouse delta FosB homodimer; P13346; purified delta FosB, TAMRA-CDK5 oligo fluorescence polarization; percent of positive-control signal above neutral wells; activation, % at 25 µM; 0.99% of 340,000 active; AID 493131;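 active = mean activation above about 17%, with every replicate also reaching it, limit read from the data, passing the limit was not always enough; inconclusive = only one of the two conditions met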;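 also: fluorescence polarization rise as delta FosB binds a TAMRA Cdk5 AP-1 oligo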
C-LANA FP – inhibitors of KSHV LANA C-terminal domain DNA binding. inhibition, % at 9 µM. MBP-C-LANA/FAM-LBS DNA binding, fluorescence polarization. AID 504423. 0.078% of 340,000 active;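 active = highest replicate inhibition at or above 60% at 9 µM, even if other replicates fall short; inactive = all replicates below 60% inhibition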;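 also: 0% = neutral control wells and 100% = 4 µM acridine orange control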
Rtt109 HAT inh – inhibitors of Candida albicans Rtt109/Vps75 histone acetyltransferase; Q5AAJ8; purified Rtt109/Vps75, ThioGlo CoA-SH fluorescence, 4 h; inhibition, % at 34.9 µM; 0.16% of 330,000 active; AID 540336;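 active = inhibition of at least 50% in every replicate; inconclusive = best replicate reaches 50% inhibition but some replicates fall short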
Target sequence (Q5AAJ8 whole entry, looked up): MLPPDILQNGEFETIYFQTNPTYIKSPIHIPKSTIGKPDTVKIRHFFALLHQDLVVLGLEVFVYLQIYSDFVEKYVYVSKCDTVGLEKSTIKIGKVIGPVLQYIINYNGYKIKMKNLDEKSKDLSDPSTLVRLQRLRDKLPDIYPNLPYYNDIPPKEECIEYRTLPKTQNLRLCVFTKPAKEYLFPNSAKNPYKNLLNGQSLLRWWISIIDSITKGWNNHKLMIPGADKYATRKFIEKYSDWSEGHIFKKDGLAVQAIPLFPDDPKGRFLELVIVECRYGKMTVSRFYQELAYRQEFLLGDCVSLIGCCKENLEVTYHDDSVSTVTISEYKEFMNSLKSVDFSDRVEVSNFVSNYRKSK
Cardiac RTF inh – cardiac RTF calcium desensitization. 0.12% of 340,000 active. P19429+P45379. AID 493244. inhibition, % at 7.15 µM. IANBD-labeled cardiac RTF, Ca2+ fluorescence;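 active = inhibition above the mean inhibition of all tested compounds plus 3 SD, cut at about 17% in these data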;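 also: assay run at fixed EC70 calcium of 1.6 mM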
Mot1-301 SUMO – blocks SUMOylation pathway, rescuing yeast Mot1-301 growth. growth rescue, % at 18.8 µM. S. cerevisiae Mot1-301 growth rescue, ATP luminescence, 38.5C; percent above DMSO median, 100 means doubled. 1% of 320,000 active;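 active = every valid replicate shows activation above 250% relative to neutral control wells; inactive = the rest, any valid replicate at or below 250%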;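 also: OY570 slx delta 5 strain wells were the positive control but not used for scaling; some compounds called inactive have numbers as strong as hits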
PvdQ inh – blocks Pseudomonas aeruginosa PvdQ acylase activity; purified PvdQ acylase, fluorescence plate reader; inhibition, % at 10 µM; 0.063% of 340,000 active; AID 488965; in the data active = inhibition above about 30%, passing the limit was not always enough; inconclusive = no clear call, values can overlap the other calls;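 also: 0% = vehicle neutral wells and 100% = reference inhibitor wells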
PfHsp90 yeast 2 – reduces growth (ATP signal) of yeast expressing P. falciparum Hsp90; inhibition, % at 9.4 µM; 0.32% of 310,000 active; S. cerevisiae expressing PfHsp90, BacTiter-Glo ATP, 48 h; yeast lacking PDR1 and PDR3 efflux regulators; AID 504621;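 active = every replicate shows inhibition above about 80%, whatever the replicate mean, limit read from the data; inconclusive = mean inhibition reaches the set limit but some replicate falls short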;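 also: 0% = DMSO neutral controls and 100% = 20 µM radicicol positive controls; yeast relying on Plasmodium falciparum Hsp90 in place of its own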
CDK5 inh – blocks human CDK5/p35 kinase activity | Recombinant CDK5/p35, ADP-Glo luminescence, 60 min | 0.01% of 330,000 active | inhibition, % at 10 µM | AID 488839 | Q00535+Q15078;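 active = highest replicate inhibition of at least 50% and at least 75% of replicates reaching 50%; inconclusive = only one of the two criteria met; inactive = both criteria failed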;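 also: plate controls were DMSO neutral control for no effect and GW8510 at 10 µM for full effect; many of its hits are not listed in these tables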
Target sequence (Q00535 whole entry, looked up): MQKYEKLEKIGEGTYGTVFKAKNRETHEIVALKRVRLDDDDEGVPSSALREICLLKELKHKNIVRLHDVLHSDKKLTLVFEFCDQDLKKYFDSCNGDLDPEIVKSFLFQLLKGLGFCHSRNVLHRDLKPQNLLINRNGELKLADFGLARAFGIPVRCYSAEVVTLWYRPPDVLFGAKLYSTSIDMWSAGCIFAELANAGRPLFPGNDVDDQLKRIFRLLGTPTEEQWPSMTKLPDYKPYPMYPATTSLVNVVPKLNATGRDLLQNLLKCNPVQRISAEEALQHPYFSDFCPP
Target sequence (Q15078 whole entry, looked up): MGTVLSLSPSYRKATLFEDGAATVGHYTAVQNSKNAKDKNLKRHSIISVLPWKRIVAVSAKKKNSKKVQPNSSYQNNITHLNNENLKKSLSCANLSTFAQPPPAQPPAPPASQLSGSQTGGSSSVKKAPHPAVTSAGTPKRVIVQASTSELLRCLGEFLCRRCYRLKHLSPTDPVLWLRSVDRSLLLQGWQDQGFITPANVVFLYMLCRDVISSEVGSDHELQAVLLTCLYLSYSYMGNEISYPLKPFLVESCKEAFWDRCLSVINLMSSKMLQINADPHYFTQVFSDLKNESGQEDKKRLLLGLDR
cardiac RTF act – cardiac RTF calcium sensitization; 0.24% of 340,000 active; activation, % at 7.2 µM; IANBD-labeled TnC RTF fluorescence at EC20 calcium; 0% EC20 calcium, 100% full calcium;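 active = activation above the mean over all tested compounds plus 3 SD, cut at about 30% in these data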;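 also: rise in fluorescence read as greater calcium sensitivity of cardiac thin filaments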
* = called active by the depositor; u = inconclusive; x = not tested or not shown.

molecule	NSD2 HMT inh	Mot1-301 SUMO	PvdQ inh	dFosB activator	Rtt109 HAT inh	cardiac RTF act	Cardiac RTF inh	Keap1 Nrf2 FP	C-LANA FP	CDK5 inh	PfHsp90 yeast 2
COc1ccc(CN(C(=O)CCC(=O)N2CCCCC2)c2nccs2)cc1OC	30.8	-8.2	5.6	3.0	2.7	-1.4	1.3	0.7	-0.8	1.1	-2.9
Cc1ccc(S(=O)(=O)N2CCN(C(=O)COC(=O)CCOc3ccccc3C)CC2)c(C)c1	-0.4	x	-2.4	-4.7	17.9	-4.6	-4.8	1.7	-1.1	0.0	x
COc1cccc(NC(=O)Nc2cc(C(=O)NC(C)C)ccc2N2CC3CC(C2)c2cccc(=O)n2C3)c1 (stereo not given)	-3.3	401.9*	2.0	-2.4	-2.1	-6.2	5.5	1.6	-1.7	0.1	9.7
Cc1noc(C)c1NC(=O)N(C)C[C@H]1Oc2ccc(NC(=O)c3ccncc3)cc2C(=O)N([C@H](C)CO)C[C@@H]1C	x	x	-12.8	3.5	5.9	2.2	-6.2	-0.4	-0.7	-0.4	0.8
CCCCNC(=O)c1onc(CSc2ccc(Cl)cc2)c1C(=O)NCCCC	x	0.0	-1.5	-5.4	-1.4	4.3	14.2	-2.1	0.5	-0.4	-1.3
COc1ccc(NC(=O)c2c(C)noc2-c2snnc2C)cc1	-2.2	-4.7	-10.7	-4.4	10.1	0.4	-0.8	-0.2	0.0	0.9	3.8
O=C(Nc1ccccc1NS(=O)(=O)c1ccc(F)cc1)C1CCC1	0.1	10.4	-10.2	-13.3	0.7	3.0	-8.2	-1.2	0.4	-0.3	x
COc1ccc(NS(=O)(=O)c2ccc(O)c(NC(=O)c3ccc(S(=O)(=O)N4CCCC4)cc3)c2)cc1	x	-8.5	-13.2	20.3*	8.8	-0.6	-4.7	5.9	-0.4	0.2	8.7
C/C=C(\NC(C)=O)c1ccccc1	x	-4.8	-12.3	1.4	-3.3	-5.9	-14.7	-0.8	0.9	-1.4	-3.8
Cc1cccc(CCNCc2c(C(=O)O)c(C)n(-c3ccccc3)c2C)c1	2.7	2.0	5.1	-0.6	7.5	-1.7	-6.0	0.4	0.4	1.6	-4.8
O=C(O)CC(C(=O)NCc1ccccc1)C1CCCO1 (stereo not given)	0.9	8.7	-6.0	-10.5	-0.5	-0.8	-1.6	0.2	-1.5	0.1	-20.3
CCOC(CNC(=O)c1cc2c(=O)n(CC)c3ccccc3c2s1)OCC	-1.1	-6.7	-16.2	-24.2	-2.9	0.6	-12.6	-6.7	-0.2	-1.4	-37.2
Cc1nc(-c2ccccc2)sc1C(=O)/C=C/c1ccc(Cl)cc1	1.8	1.9	-9.3	-11.8	-1.5	-1.3	-6.0	3.7	0.0	0.6	-6.5
OCCNc1ncnc2c1ncn2Cc1ccccc1	-3.0	0.8	-5.6	0.2	-2.3	-1.4	-4.4	-0.8	0.6	1.9	-18.4
CCOC(=O)/C(O)=C(\C#N)c1nc2ccccc2[nH]1	6.6	-13.6	-10.2	0.6	-18.5	5.4	-7.4	-7.4	-0.2	-1.2	-2.5
Cc1ccc(C(=O)NC(=S)Nc2ccccc2C(F)(F)F)c(C)c1	0.0	0.0	5.4	-7.8	11.5	-3.0	5.0	0.3	-1.0	-0.5	-7.5
COc1ccc(CNS(=O)(=O)c2ccc(F)c(C(=O)Nc3ccc(OC)cc3)c2)cc1	-1.6	-2.9	-5.3	0.8	1.6	5.2	-11.1	2.0	-0.7	0.7	4.2
CCOC(=O)C1CCN(S(=O)(=O)c2cccc(C(=O)Nc3ccccc3)c2)CC1	-1.1	1.6	-4.1	7.1	12.3	-6.3	5.4	0.9	-0.4	0.4	-2.4
CCOC(=O)c1ccccc1NC(=S)N1CCN(C2CCCCC2)CC1	4.9	-12.7	7.8	0.4	12.1	-3.8	6.8	-2.0	-0.8	5.4	-4.8
O=C(NN=Cc1ccc(F)c(F)c1)c1ccc(NS(=O)(=O)c2cccs2)cc1	-0.5	18.2	-5.2	-3.0	-1.6	-5.3	3.4	1.7	-0.4	0.1	19.1
O=C(NCCc1c[nH]c2ccccc12)N[C@@H](Cc1ccccc1)C(=O)O	0.2	9.1	-12.9	-2.4	-4.4	1.5	-1.1	-3.6	-2.5	0.3	16.0
O=C(NN1C(=O)/C(=C/c2ccc(O)cc2)SC1=S)c1ccccc1O	7.9	6.8	-1.2	-0.2	21.7	21.0	-20.2	-54.2	-26.4	-1.2	-2.9
CC(C)CCN1CCN(Cc2cccn2-c2cccnc2)CC1CCO (stereo not given)	4.3	-5.8	-4.6	-0.3	-3.8	1.6	-10.3	-1.7	-0.6	-0.5	-1.3
COc1ccc(CCC(=O)OCC(=O)Nc2sccc2C#N)cc1	2.7	11.0	-17.6	-13.8	-4.4	6.8	-3.1	-1.2	1.6	-0.5	0.8
CCCCN1C(=O)CC(Nc2ccc(CC)cc2)C1=O (stereo not given)	0.5	2.2	2.9	1.9	31.1	-18.3	-5.1	-0.5	-1.7	0.4	29.0

Going on with the list:
molecule	NSD2 HMT inh	Mot1-301 SUMO	PvdQ inh	dFosB activator	Rtt109 HAT inh	cardiac RTF act	Cardiac RTF inh	Keap1 Nrf2 FP	C-LANA FP	CDK5 inh	PfHsp90 yeast 2
Cc1cc(C)c(NC(=O)CCCN2CCN(C)CC2)c(C)c1	1.8	23.0	-1.6	-1.9	-7.3	-8.7	6.2	4.2	0.1	1.3	4.3
COc1ccc(CCNC(=O)CC(NS(=O)(=O)c2ccc(NC(C)=O)cc2)C(C)C)cc1OC (stereo not given)	x	-18.7	-1.2	5.0	9.9	1.5	-12.5	0.8	-2.3	-1.1	x
COCCCN(C(=O)c1cc(-c2ccco2)nc2ccccc12)c1c(N)n(Cc2ccccc2)c(=O)[nH]c1=O	4.3	27.2	10.6	-4.6	-0.2	-5.0	2.2	-5.6	1.8	0.2	x
COc1ccc2c(CC(=O)Nc3ccc(OC)c(S(=O)(=O)N4CCOCC4)c3)coc2c1	-0.5	2.2	-3.3	-3.7	-6.7	8.7	-4.8	-8.1	-1.4	0.3	-6.5
COC(=O)Cc1cc(OC)c(OC)cc1Cc1cc(OC)c(OC)cc1CC(=O)OC	1.7	-2.2	-9.6	-1.2	-4.5	-3.4	-3.6	-7.1	-0.7	-3.9	16.1
CSc1nc2c(c(=O)[nH]1)C(c1ccccc1)C1=C(CC(C)(C)CC1=O)N2 (stereo not given)	5.9	-0.1	-13.6	-2.3	-11.7	x	x	-0.3	-1.2	-0.2	-28.2
CC(C)c1[nH]c(=O)c(C#N)c2c1COC(C)(C)C2	0.1	-10.4	-12.5	2.4	-6.2	1.7	-6.3	0.0	2.5	-0.2	-11.6
Brc1ccc(C=Nc2ccc(Nc3ccccc3)cc2)s1	x	7.7	-5.1	2.3	-0.9	-2.2	8.0	-2.1	1.2	3.6	16.7
O=C(NNC1=NCCC1)c1cccc(Br)c1	0.5	x	0.5	-5.5	-7.3	-5.0	-2.9	3.1	0.5	x	-2.2
COc1ccc(/C=N/NC(=O)c2ccc(NC(=O)c3cccc([N+](=O)[O-])c3)cc2)c(C(=O)O)c1OC	-0.6	-14.5	12.9	-6.9	16.8	6.1	-1.7	-0.9	1.4	-0.2	9.5
Cc1ccccc1-n1ncc(C(C)NS(=O)(=O)c2sccc2C)c1C (stereo not given)	0.1	6.4	-1.5	-3.9	4.4	1.7	-7.4	-4.6	0.2	-0.1	5.7
Cc1cc(SC(C)C(=O)NCC(=O)Nc2ccc(F)c(F)c2F)nc2ccccc12 (stereo not given)	-0.5	1.1	-1.9	-17.3	-1.1	-3.3	-0.6	-3.7	0.3	0.7	-35.3
O=S(=O)(c1ccccc1)N1CCN(c2ncnc3scc(-c4ccccc4)c23)CC1	-0.1	2.5	5.0	4.0	21.0	-4.8	2.9	-1.7	0.6	-0.7	1.9
COc1ccc(N2CCN(C(C)C(=O)N(C)Cc3ccccc3)CC2)cc1 (stereo not given)	3.6	-22.0	8.5	-0.8	u	-5.2	8.4	-0.7	-2.2	1.3	1.2
CCOC(=O)Cn1c(=O)oc2cc(S(=O)(=O)Nc3cc(Cl)ccc3OC)ccc21	x	-10.8	-12.5	-10.8	-18.1	4.4	-5.5	-15.9	-0.6	-1.0	21.0
CCN1CCN(CC#CCOc2ccccc2OC)CC1	4.3	11.0	5.2	1.7	-4.4	1.9	-5.3	0.6	0.9	-0.5	-8.0
O=C1CCCN1CCC1CCN(C2CC(=O)N(Cc3ccc(N4CCCC4=O)cc3)C2=O)CC1 (stereo not given)	-2.3	62.8	0.3	6.0	28.6	-6.9	2.2	-1.4	1.1	0.6	0.0
Cc1ccc(CN=c2c([N+](=O)[O-])nn(-c3cccc(C)c3)n2O)cc1	15.5	-16.4	-1.5	-8.6	3.6	-1.7	-22.1	-3.1	-1.2	3.0	-9.5
COc1ccccc1C(=O)NC1CCN(C(=O)Nc2ccc(F)cc2)CC1	-3.4	-17.4	9.9	-2.6	11.7	2.2	5.5	-4.7	-1.3	8.9	-4.7
COc1ccc(C2CN=NC23CCc2ccccc2C3=O)cc1 (stereo not given)	-4.2	-11.9	-10.0	-4.8	0.0	1.6	-0.7	-2.6	0.2	-0.3	-50.4
Brc1ccccc1Cn1cnc2ccccc21	1.8	-7.8	-12.8	-5.1	-7.7	0.8	0.7	-2.0	-0.1	-2.5	-35.6
CCOC(=O)CN1C(=O)SC(Nc2ccc(C)cc2)C1=O (stereo not given)	1.4	-5.8	-7.2	2.0	-5.4	0.7	-11.3	-1.2	-1.8	-1.1	-2.3
CCOC(=O)C(=Cc1ccccc1OC)C(=O)OCC	-0.3	8.4	9.7	-6.9	2.3	-0.6	1.3	4.4	2.7	-2.3	3.9
CN(c1ccc(F)cc1)S(=O)(=O)c1ccc(Cl)c(C(=O)NCC(c2ccco2)N2CCCCC2)c1 (stereo not given)	1.3	x	-9.4	-8.8	21.5	-6.1	-4.8	-6.5	1.2	-1.1	x
O=C(NCCOc1ccccc1)C1CCC(=O)N(CCN2CCOCC2)C1 (stereo not given)	-4.9	0.4	-6.4	6.6	0.7	4.8	-6.4	-4.8	0.1	x	4.9

Random excerpt: 2 compounds from above
molecule	NSD2 HMT inh	Mot1-301 SUMO	PvdQ inh	dFosB activator	Rtt109 HAT inh	cardiac RTF act	Cardiac RTF inh	Keap1 Nrf2 FP	C-LANA FP	CDK5 inh	PfHsp90 yeast 2
CCOC(=O)CN1C(=O)SC(Nc2ccc(C)cc2)C1=O (stereo not given)	1.4	-5.8	-7.2	2.0	-5.4	0.7	-11.3	-1.2	-1.8	-1.1	-2.3
CCN1CCN(CC#CCOc2ccccc2OC)CC1	4.3	11.0	5.2	1.7	-4.4	1.9	-5.3	0.6	0.9	-0.5	-8.0
